Compound activity as filed in PubChem BioAssay.
ATXN2 expr inh: reduces ATXN2 reporter expression in HEK-293 cells | HEK-293 ATXN2-luciferase reporter, luminescence, 24 h | Potency, µM (highest dose often 57 µM), for the others: at the highest dose activity change, negative = inhibition, actives largely listed as inhibitors | 360,000 tested, 0.72% active; further: potency means the concentration at half of the fitted maximal effect; on the % scale 0 is the no-effect control and ±100 the full control effect; nearly all actives have a fitted effect of over 55% in size
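ATXN2-luciferase reporter cells (luciferase flanked by upstream and downstream ATXN2 gene portions) were treated 24 h at 37 °C with compounds at up to 57 uM. SteadyGlo luminescence gave expression; GF-AFC fluorescence gave viability.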
MCF10A rereplic: DNA re-replication induction in MCF 10a cells; MCF 10A DNA re-replication, Hoechst nuclear intensity, 48 h; Potency, µM (titrated, usually from 46.1 µM), for inactives: at the top dose activity, positive = re-replication, most hits filed as activators; 350,000 tested, 2.9% active; AID 624296; further: potency means the concentration at half of the fitted maximal effect; % of control where 0% means no effect; nearly all actives have a fitted effect of over 50% in size
HT1080NT lethal: kills 2HG-producing HT-1080-NT fibrosarcoma cells | HT-1080-NT fibrosarcoma viability, CellTiter-Glo ATP luminescence, 48 h | Potency, µM (series often up to 46.1 µM), without a hit: at the top dose activity, negative = less viability, usual class: cytotoxic | 360,000 tested, 1.6% active | AID 686970;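 further: NT is the 2HG producing partner of a matched IDH1 knockdown line; potency means the concentration at half of the fitted maximal effect; 0% = DMSO-treated cells and -100% = media-only wells without cells; nearly all actives have a fitted effect of over 55% in size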
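Read-out is CellTiter-Glo luminescence after 10 minutes at room temperature, following 48 hours' compound treatment of HT-1080-NT cells (750 cells/well, RPMI, 5% FBS, 37 degrees C).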
HT1080 IDH1KD tx: kills HT-1080 cells with IDH1 knockdown | 360,000 tested, 2% active | Potency, µM (highest dose often 46.1 µM), for inactives: top-dose activity, negative = toxicity, usual class: cytotoxic | HT-1080 IDH1 knockdown viability, ATP luminescence, 48 h;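 further: potency means the concentration at half of the fitted maximal effect; 0% = DMSO wells and -100% = cell-free medium wells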
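Cytotoxicity counter-line: IDH1KD HT-1080, 48 h, CellTiter-Glo. Curves classed by r2, magnitude and activity.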
IL1B secr inh: inhibitors of inflammasome signaling (IL-1 beta secretion) | activity change, % at 57.5 µM | 360,000 tested, 4.7% active | AID 743279 | THP-1 LPS/ATP IL-1B secretion, AlphaLISA, 16 h; hits give low values; in the data active means activity change below about -50%; inconclusive means mostly about -30% to -49%; further: on the % scale 0 is the no-effect control and ±100 the full control effect
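THP-1 cells pretreated 1 hr with compounds (up to 57.5 uM final), then stimulated with LPS (250 ng/mL final) plus ATP (1.25 mM final); secreted IL-1B measured by AlphaLISA after 16 hr, decreased signal indicating inhibition.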
KB-3-1 cytotox: KB-3-1 parental cell cytotoxicity. KB-3-1 viability, CellTiter-Glo ATP luminescence, 72 h. Potency, µM (highest dose often 46.1 µM), inactives show top-dose activity change, negative = cytotoxic, most hits filed as cytotoxic. 400,000 tested, 1.4% active; further: potency means the concentration at half of the fitted maximal effect; on the % scale 0 is the no-effect control and ±100 the full control effect; nearly all actives have a fitted effect of over 60% in size
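Parental KB-3-1 adenocarcinoma cells in phenol-red-free DMEM with 10% FBS were pin-treated with compounds at several concentrations, incubated 72 h at 37 °C, and viability read by CellTiter-Glo luminescence; concentration-effect curves were fitted after normalization.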
HepG2 tox: kills HepG2 cells in TGF-b inhibitor counter-screen. HepG2 CAGA-GFP viability, ATP luminescence, 18 h. Potency, µM (top dose mostly 46.1 µM), for inactives: at the top dose activity change, negative = cytotoxicity, usual class: cytotoxic. 410,000 tested, 0.76% active. AID 588856; further: potency means the concentration at half of the fitted maximal effect; some results filed as inactive show a strong effect at the top dose
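CellTiter-Glo luminescence gave cytotoxicity after 18 hours at 37 degrees C. The cells were HepG2 CAGA-GFP in 1% FBS DMEM, stimulated with 500 pg/mL TGF-beta after compound addition. %Activity was normalised to no-cell wells (complete cell-killing) and DMSO (no toxicity), and curves were fitted and classified.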
S2 tox: reduces viability in counter-screen for ATXN expression inhibitors; 400,000 tested, 0.49% active; S2 cells (HEK-293 line with an ATXN2-luciferase reporter) viability, CellTiter-Fluor protease fluorescence, 24 h; AID 651635; Potency, µM (titrated, usually from 56.7 µM), most hits filed as cytotoxic; further: potency means the concentration at half of the fitted maximal effect; nearly all actives have a fitted effect of over 40% in size
SW480 rerep: induces DNA re-replication in SW480 colon adenocarcinoma cells | Potency, µM (highest dose often 46.1 µM), for inactives: at the highest dose re-replication activation, most hits filed as activators | SW480 DNA re-replication, Hoechst DNA content imaging, 48 h | 340,000 tested, 1.8% active; further: potency means the concentration at half of the fitted maximal effect; % of control where 0% means no effect; nearly all actives have a fitted effect of over 55% in size
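Hoechst fluorescence of nuclei (405 nm excitation, 500-530 nm emission) measured by plate-scanning imager after 48 hr compound exposure at 37 C; re-replication scored as increased number of nuclei with elevated intensity.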
* = called active by the depositor; i = inactive; ? = inconclusive; / = no result given; & = joins results of further samples; [ ] = dose if it differs, or a comment. Unless noted, the call rests on the fitted dose curve; in most records, active means well fitted curve in the direction sought with a large enough effect; inconclusive means small, poorly fitted or top-dose-only effect, or another doubt; inactive means no such curve, though single readings can be large; an effect the other way counts as inactive or inconclusive. No enrichment for hits; 8.9% or so of the library scored in one or more.

SMILES	ATXN2 expr inh	MCF10A rereplic	HT1080NT lethal	HT1080 IDH1KD tx	IL1B secr inh	KB-3-1 cytotox	HepG2 tox	S2 tox	SW480 rerep
COC(=O)N/N=C(\CCC(=O)O)c1cccs1	-1%	-30%[inhibitor]	1%	14%	-4	5%	1%	i	-38%[inhibitor]
COC(=O)[C@@]1(Cc2ccc(OC)cc2)[C@H]2c3cc(C(=O)N4CCCC4)n(CCn4cc([N+](=O)[O-])nc4C)c3C[C@H]2CN1C(=O)c1ccccc1	10%	8%	7%	7%	0	0%	-3%	i	0%
COc1c2occc2cc2ccc(=O)oc12	2%&-4%&2%	1%&15%	9%	3%	-9	0%	5%	i	1%&-1%
COCCNC(=O)c1ccc(CSc2nc3ccncc3n2Cc2ccccc2)cc1	11%	/	/	/	/	1%	-2%	i	/
COC(=O)C1=C(O)C(C(=O)OC)C(c2ccc(C)cc2)C(C#N)(C#N)C1c1ccc(C)cc1 (configuration not stated)	-36%	?	-24%	-26%	-5	7.3µM*	-2%	i	?
CCCCc1ccc(NC(=O)c2ccc(=O)n(Cc3cccc(C)c3)c2)cc1	?	/	/	/	/	?	-24%	?	/
COC(=O)[C@H](Cc1ccccc1)NC(=O)NCC1CCCO1 (some centres not stated)	1%	13%	-1%	2%	1	15%	1%	i	-1%
C[C@H](CO)N1C[C@H](C)[C@@H](CN(C)S(C)(=O)=O)Oc2c(NC(=O)C3CC3)cccc2C1=O	5%	-3%	11%	7%	34	0%	0%	i	-4%
CCOc1ccc(S(=O)(=O)Nc2ccc(OC)nc2)cc1	-20%	-9%	-6%	0%	24	-24%	3%	i	2%
O=C(c1cc(-c2ccccc2)on1)N1CCc2ccccc2C1	0%	16%	11%	30%	9	-11%	-15%	i	1%
O=C1CCCc2[nH]nc(-c3cccnc3)c21	-7%	10%	13%	2%	-1	18%	-5%	i	-21%
Cc1ccc(C)c(NC(=O)Cn2c([N+](=O)[O-])cnc2C)c1	1%	-3%	6%	9%	21	14%	2%	?	-2%
CC(=O)Nc1ccc(S(=O)(=O)NCC2CCC(C(=O)NCCN(CC(C)C)CC(C)C)CC2)cc1 (configuration not stated)	0%	/	/	/	/	6%	2%	i	/
CCOC(=O)C1=C(CS(=O)(=O)c2ccc(C)cc2)NC(=O)NC1c1cc(OC)c(OC)c(OC)c1 (configuration not stated)	-10%	-15%	-8%	-2%	15	-3%	-21%	i	-18%
COC(=O)Cc1cnc(NC(=O)C2C3CCC(C3)C2C(=O)O)s1 (configuration not stated)	-29%	2%	20%	8%	15	4%	2%	i	2%
O=C(OCc1ccccc1)N1CCC2CC1c1c(Cl)cccc12 (configuration not stated)	7%	?	-11%	-1%	-9	-14%	-29%	i	-2%
CC1(C)Cc2c(sc3ncn(N)c(=N)c23)CO1	-22%	4%	7%	10%	-1	22%	2%	i	-13%
CSc1nc(C)cc(Nc2c(C)cc(C)cc2C)n1	-15%	/	/	/	/	-10%	3%	?	/
O=C(CN1C(=O)C2C3C=CC(C4CC34)C2C1=O)Nc1cnc2ccccc2c1 (configuration not stated)	22%	1%	3%	8%	5	-4%	-3%	i	-3%
NC(=O)CN1CCOCCOCCN(CC(N)=O)CCOCCOCC1	9%	-5%	7%	11%	3	-3%	1%	i	-7%
CCCn1nc(NC(=O)C2CCCO2)c2cc3cccc(C)c3nc21 (configuration not stated)	-12%	?	-3%	-3%	-1	-10%	-10%	i	2.1µM*
O=C(C(Cl)Cl)N1CC2CCC(CC2)C1	-1%	-21%	28%	3%	3	13%	9%	i	-20%
O=C(c1ccc(N2CCCC2=O)cc1)N1CCN(c2ccc(C(F)(F)F)cc2[N+](=O)[O-])CC1	/	/	-5%	?	-9	-19%	-23%	i	/
Cc1ccc(SCC(=O)NNC(=O)CCS(=O)(=O)c2ccc(C)cc2)cc1	1%	0%	-1%	-2%	27	-5%	-15%	i	-8%
Cc1cccc(NC(=O)C2CCCN2C(=O)NC2CCCCC2)c1 (configuration not stated)	/	-8%	-1%	5%	34	0%	0%	?	-11%
SMILES	ATXN2 expr inh	MCF10A rereplic	HT1080NT lethal	HT1080 IDH1KD tx	IL1B secr inh	KB-3-1 cytotox	HepG2 tox	S2 tox	SW480 rerep
COc1ncccc1C(=O)NC1CCCc2c1cnn2-c1ccc(C)c(C)c1 (configuration not stated)	/	-1%	-3%	0%	-2	-14%	-8%	i	2%
COc1ccc(CCN2CCCn3c2nc2c3c(=O)n(Cc3ccccc3F)c(=O)n2C)cc1OC	?	16%	-1%	-11%	23	-5%	-11%	?	-4%
COCC(=O)N1CCC(Oc2ccc(C(=O)N3C[C@@H]4CCC[C@H]3C4)cc2)CC1	0%	4%	-4%	0%	-13	4%	-4%	i	-6%
COc1ccc(C(=O)NC(=S)N2CCCCC2c2cccnc2)cc1OC (configuration not stated)	-19%	-3%	-1%	4%	-16	0%	-19%	?	?
CC(C)NC(=O)N(C)C[C@H]1Oc2ccc(NC(=O)CCN3CCOCC3)cc2C(=O)N([C@H](C)CO)C[C@@H]1C	5%	?	13%	10%	20	27%	1%	i	-1%
COCCNC(=O)c1ccc(CS(=O)(=O)c2ccccc2OC)o1	-6%	1%	21%	15%	4	5%	5%	i	-2%
COC(=O)C(CCCCNC(=O)OCc1ccccc1)NC(=O)CN (configuration not stated)	8%	2%	5%	5%[9.24 µM]	-7	8%	13%	?	-4%
COC(=O)c1ccc(N2C(=O)C3C4C=CC(CC4)C3C2=O)cc1 (configuration not stated)	-7%	8%	0%	-14%	-15	-3%	-1%	i	0%
CCc1ccc(NC(=O)c2cc3c(=O)n(Cc4cccnc4)ccc3nc2C)cc1	-20%	/	/	/	/	5%	-25%	i	/
CC(C)C(N)c1csc(NC(=O)Nc2cccc(C(F)(F)F)c2)n1 (configuration not stated)	?	/	21µM*	23µM*	?	?	-99%	/	/
COc1cccc(N2CCN(C(=O)c3cn(Cc4ccccc4)nc3-c3cccnc3)CC2)c1	-28%	5.2µM*	5.8µM*	3.3µM*	71	1.8µM*	-8%	?	4.1µM*
O=C(CSc1nc2c(cnn2-c2ccc(F)cc2)c(=O)[nH]1)N1CCCc2ccccc21	2%	1%	-4%	0%	42	-4%	-24%	?	-4%
COc1ccccc1NC(=O)N(C)C[C@@H]1OCc2cnnn2CCCC(=O)N([C@H](C)CO)C[C@@H]1C	1%	/	5%	9%	40	-2%	5%	i	/
O=C(CN1CCN(Cc2cccc(F)c2)CC1)Nc1ccccc1F	/	0%	7%	3%	-14	3%	-15%	i	-3%
Cc1ccc(Cc2c(-c3ccco3)nc3c4ccccc4ccn23)cc1	62%[activator]	/	23µM*	21µM*	-6	-3%	-47%	?	/
Cc1ccc(OCCSc2nc(N)cc(N)n2)cc1	51%[activator]	13%	2%	2%	-14	9%	-2%	i	-1%
CCN(C(=O)c1cccc(NC(=O)c2ccccc2)c1)C1CCCCC1	-7%	?	0%	-1%	-29	/	-6%	i	5%
O=C(Cc1cccc2ccccc12)NC(NC(=S)Nc1ccccc1Cl)C(Cl)(Cl)Cl (configuration not stated)	-3%	?	-16%	-27%	5	0%	-35%	?	-3%
COC(=O)c1sccc1-n1cccc1C(=O)C(=O)N1CCCCC1	-4%	-3%	4%	-4%	-12	-3%	-3%	i	2%
O=C(c1ccc(Cl)c(S(=O)(=O)N2CCOCC2)c1)N1CCN(c2ccccc2F)CC1	1%	-1%	2%	8%	-5	10%	-15%	i	0%
C/C(=N\NC(=O)C1COc2ccccc2O1)c1ccc(N2CCOCC2)cc1 (configuration not stated)	3%	9%	19%	11%	-18	4%	19%	/	-3%
Cc1cccc(N(CC(=O)NC(C)(C)C)C(=O)CNC(=O)c2cccs2)c1C	-9%	-13%	12%	1%	4	-4%	4%	i	-3%
c1cnc(Oc2ccc3oc4ccccc4c3c2)nc1	35%	-5%	-1%	-1%	-6	0%	-20%	i	0%
Cc1cc(Br)cc2cn[nH]c12	-3%	10%	-23%	-25%	3	-1%	5%	i	-3%
COc1ccc(NC2c3ccccc3C(=O)N2c2cccnc2)cc1 (configuration not stated)	-1%	?	10%	6%	18	1%	-75%	i	-15%
SMILES	ATXN2 expr inh	MCF10A rereplic	HT1080NT lethal	HT1080 IDH1KD tx	IL1B secr inh	KB-3-1 cytotox	HepG2 tox	S2 tox	SW480 rerep
Cc1ccc(S(=O)(=O)Cc2ccc(C(=O)NC3CCCC3)o2)cc1	0%	-2%	0%	0%	16	-10%	3%	i	-3%
O=C(COC(=O)CNC(=O)c1ccc(Cl)cc1Cl)NC1CCCCCCC1	4%	6%	6%	-6%	8	9%	-5%	i	2%
Cc1ccc2oc(=O)n(Cc3ccc(F)cc3)c2c1	10%	-5%	-1%	6%	-15	5%	-23%	i	-4%
CCCNC(=O)C1(C)CCN(CCC(=O)c2ccc(Br)cc2)C1 (configuration not stated)	-12%	/	-20%	?	-14	0%	-82%	i	/
COc1ccc(N2CC(=O)N(c3ccc(OC)c(OC)c3)CC2=O)cc1OC	6%	6%	8%	0%	-2	-3%	1%	i	-5%
CC1CC1C(=O)OCc1cc(=O)n2cc(Br)ccc2n1 (configuration not stated)	17%	0%	14%	11%	-26	0%	-10%	i	-2%
Fc1c(F)c(F)c(N/N=C/c2c[nH]c3ccccc23)c(F)c1F	-23%	?	-3%	-20%	-87*	?	-32%	?	10%
CCN(CC(=O)N1CCC(C(N)=O)CC1)S(=O)(=O)c1ccc(Cl)cc1	3%	1%	-5%	-12%	4	/	12%	i	-2%

2 of these compounds, set out differently:
canonical_smiles | ATXN2 expr inh | MCF10A rereplic | HT1080NT lethal | HT1080 IDH1KD tx | IL1B secr inh | KB-3-1 cytotox | HepG2 tox | S2 tox | SW480 rerep
CCN(CC(=O)N1CCC(C(N)=O)CC1)S(=O)(=O)c1ccc(Cl)cc1 | 3% | 1% | -5% | -12% | 4 | / | 12% | i | -2%
Cc1ccc2oc(=O)n(Cc3ccc(F)cc3)c2c1 | 10% | -5% | -1% | 6% | -15 | 5% | -23% | i | -4%
